NPC1 promoter act = qHTS Assay for NPC1 Promoter Activators | 320,000 compounds, 2.4% hits | Potency, µM (doses to about 9.22 µM), without a hit: at the highest dose activation, usual class: activators | Huh7 NPC1 promoter luciferase reporter, 24 h;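 note: potency is the fitted concentration of half-maximal effect; % of control where 0% means no effect; nearly all actives have a fitted effect of over 60% in size; reporter is driven by a mutant NPC1 promoter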
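Quantitative HTS used a cell-based reporter: Huh7 cells stably bearing the NPC1 promoter upstream of luciferase were treated with compounds for 24 h, and promoter activation was read as luminescence.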
Giardia kill = Small Molecules that selectively kill Giardia lamblia: qHTS; 340,000 compounds, 0.15% hits; activity change, % at 7.66 µM, hits read low; Giardia lamblia trophozoite viability; AID 540267, 2011; in the data active = activity change below about -80%; inconclusive = between about -30% and that limit;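 note: parasites exposed to compound for two days anaerobically before the ATP read; % is set by controls: 0 for no effect and ±100 for the full control effect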
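ATP-content bioluminescence gauges trophozoite survival. Cells (100/well) receive compound and incubate anaerobically for 48 hrs at 37 deg C; detection reagent follows for 15-30 min at room temperature.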
Rab9 promoter act = qHTS Assay for Rab9 Promoter Activators; Huh7 Rab9 promoter-luciferase reporter, luminescence, 24 h; Potency, µM (series often up to 9.22 µM), inactives show at the top dose activation, negative = inhibition, usual class: activators; 320,000 compounds, 2.8% hits; AID 485297, 2010; note: potency is the fitted concentration of half-maximal effect; % of control where 0% means no effect; nearly all actives have a fitted effect of over 60% in size
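Cells were plated at 1500 per well in reduced-serum medium with 10% FBS and left 2 h. Compound in DMSO was then added for 24 h at 37 °C. Reporter signal was read by luminescence after 10 min with luciferase detection reagent.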
p53 reactivation = qHTS assay for re-activators of p53 using a Luc reporter; AID 504706, 2011; 320,000 compounds, 0.063% hits; Potency, µM (highest dose often 92.2 µM), for the others: top-dose activity change, positive = activation, hits mostly activators; H1299 p53-A138V BP100-luciferase reporter, luminescence, 24 h; note: potency is the fitted concentration of half-maximal effect; % of control where 0% means no effect; nearly all actives have a fitted effect of over 45% in size
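H1299 (p53-null), stable ts p53-A138V + BP100-Luc; 1000 cells/well, Opti-MEM/10% FBS; cpd 4 pt, 1:5; 24 h, 37 deg C, 5% CO2; detection reagent 10 min RT; luminescence.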
BRCA1 expr up = qHTS Assay to Identify Small Molecule Activators of BRCA1 Expression; MCF7-BRCA1-FFLuc reporter, luminescence, 48 h; response scale: scaled: vehicle 0%, 10 µM genistein 100%; Potency, µM (highest dose often 46.1 µM), for inactives: top-dose activation, hits mostly activators; 380,000 compounds, 1.1% hits; AID 624202, 2012; note: potency is the fitted concentration of half-maximal effect; nearly all actives have a fitted effect of over 80% in size; some results filed as inactive show a strong effect at the top dose
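Cells: MCF7-BRCA1-FFLuc, 2000/well. Exposure: 48 h, 37 °C, 5% CO2. Read: luminescence, 15 min post-substrate. Controls: genistein 10 microM (maximal activation), DMSO (neutral).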
Menin MLL FP TR = qHTS Assay for Inhibitors Targeting the Menin-MLL Interaction in MLL Related Leukemias: Competition With Texas Red Labeled MLL-derived Mutant Peptide | Menin + Texas Red MLL mutant peptide, fluorescence polarization | 270,000 compounds, 0.23% hits | Potency, µM (series often up to 61.6 µM), inactives show at the highest dose FP activity change, negative = inhibition, usual class: inhibitors | O00255; active = well fitted inhibition curve with a large enough effect in the polarisation, with a control signal flat, not every such curve was filed as active; inconclusive = small, poorly fitted or top-dose-only effect, or effect the other way, or a change in a side signal; inactive = no such curve, though single readings can be large or run the other way; the % refers to the polarisation; note: potency is the fitted concentration of half-maximal effect; % of control where 0% means no effect; many of its hits are not listed in these tables
PKM2 activator = qHTS Assay for Activators of Human Muscle isoform 2 Pyruvate Kinase; Pyruvate kinase PKM (Homo sapiens), P14618; Potency, µM (highest dose often 57.5 µM), for the others: at the top dose activation, hits mostly activators; AID 1631, 2009; 260,000 compounds, 0.34% hits; purified PKM2, Kinase-Glo ATP luminescence, activation; response scale: 0% is enzyme alone, no compound; note: potency is the fitted concentration of half-maximal effect; % is set by controls: 0 for no effect and ±100 for the full control effect; nearly all actives have a fitted effect of over 55% in size
Target sequence (P14618 whole entry, looked up, canonical isoform): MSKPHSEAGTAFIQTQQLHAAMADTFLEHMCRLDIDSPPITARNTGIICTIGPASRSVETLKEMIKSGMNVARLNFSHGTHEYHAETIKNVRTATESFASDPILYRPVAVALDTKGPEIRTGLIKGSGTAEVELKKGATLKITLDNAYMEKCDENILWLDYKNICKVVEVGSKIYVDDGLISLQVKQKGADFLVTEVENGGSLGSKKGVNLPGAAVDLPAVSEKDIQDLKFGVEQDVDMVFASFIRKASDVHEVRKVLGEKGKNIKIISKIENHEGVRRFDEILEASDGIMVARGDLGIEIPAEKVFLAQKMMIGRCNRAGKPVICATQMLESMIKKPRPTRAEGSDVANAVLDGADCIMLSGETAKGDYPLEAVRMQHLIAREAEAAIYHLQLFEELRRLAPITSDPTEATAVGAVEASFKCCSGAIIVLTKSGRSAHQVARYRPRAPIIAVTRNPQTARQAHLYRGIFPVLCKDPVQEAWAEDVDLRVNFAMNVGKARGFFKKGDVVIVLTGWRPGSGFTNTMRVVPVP
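Purified hPK-M2 (>95%) run at intermediate activity with 0.1 mM ADP and 0.5 mM PEP in 50 mM imidazole pH 7.2, KCl, MgCl2; 1 h room temperature. ATP formed read by Kinase-Glo luminescence; normalized to uninhibited and no-enzyme controls.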
RORgamma inh = qHTS for inhibitors of ROR gamma transcriptional activity; 310,000 compounds, 5.4% hits; Nuclear receptor ROR-gamma (Mus musculus), P51450; Potency, µM (highest dose often 53.6 µM), inactives show at the highest dose activity change, negative = inhibition, hits mostly inhibitors; Drosophila S2 Gal4-RORgamma UAS-luciferase reporter, 20 h; note: potency is the fitted concentration of half-maximal effect; % is set by controls: 0 for no effect and ±100 for the full control effect; nearly all actives have a fitted effect of over 60% in size
Target sequence (P51450 whole entry, looked up, the tested form may be a part): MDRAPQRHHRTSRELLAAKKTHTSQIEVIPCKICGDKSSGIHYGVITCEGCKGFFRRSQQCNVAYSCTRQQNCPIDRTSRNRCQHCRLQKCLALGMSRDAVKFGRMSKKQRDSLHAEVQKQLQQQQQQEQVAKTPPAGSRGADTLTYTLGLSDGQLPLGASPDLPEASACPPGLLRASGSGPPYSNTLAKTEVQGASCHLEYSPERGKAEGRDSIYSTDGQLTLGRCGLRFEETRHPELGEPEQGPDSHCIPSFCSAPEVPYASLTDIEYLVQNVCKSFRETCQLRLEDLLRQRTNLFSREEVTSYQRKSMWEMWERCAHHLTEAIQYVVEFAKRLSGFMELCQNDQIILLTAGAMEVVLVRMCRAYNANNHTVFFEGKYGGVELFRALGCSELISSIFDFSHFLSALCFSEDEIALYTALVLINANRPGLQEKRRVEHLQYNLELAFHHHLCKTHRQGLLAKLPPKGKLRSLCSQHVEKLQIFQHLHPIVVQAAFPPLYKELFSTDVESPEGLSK
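Stably transfected Drosophila Schneider cells are the test system, with ROR gamma fused to Gal4 and luciferase under UAS control; luminescence is read after 20 hr of 700 uM copper sulfate induction at ambient temperature.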
VP16 counter = VP16 counterscreen qHTS for inhibitors of ROR gamma transcriptional activity; Drosophila S2 Gal4-VP16 UAS-luciferase, luminescence, 20 h; Potency, µM (top dose mostly 53.6 µM), without a hit: at the top dose activity, negative = inhibition, hits mostly inhibitors; 310,000 compounds, 3.5% hits;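 note: Gal4-VP16 expression switched on by copper sulfate through the metallothionein promoter; potency is the fitted concentration of half-maximal effect; % is set by controls: 0 for no effect and ±100 for the full control effect; nearly all actives have a fitted effect of over 50% in size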
ELG1 genotox = qHTS screen for small molecules that induce genotoxicity in human embryonic kidney (HEK293T) cells expressing luciferase-tagged ELG1. HEK293T ELG1-luciferase reporter, luminescence, 16 h. Potency, µM (highest dose often 46 µM), without a hit: at the top dose activity change, positive = activation, usual class: activators. 330,000 compounds, 1.3% hits. AID 504466, 2011; note: potency is the fitted concentration of half-maximal effect; % of control where 0% means no effect; nearly all actives have a fitted effect of over 60% in size
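Cells (2,000/well) expressing the ELG1-luciferase fusion are dosed by pin tool and kept 16 hr at 37 °C, 5% CO2. Signal comes from ONE-Glo luciferase reagent after 30 min at room temperature.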
FLuc counter = qHTS profiling assay for firefly luciferase inhibitor/activator using purifed enzyme and Km concentrations of substrates (counterscreen for miR-21 project). Luciferin 4-monooxygenase (Photinus pyralis), P08659. purified FLuc, Km substrates, luminescence inhibition. Potency, µM (top dose mostly 57.5 µM), for inactives: at the highest dose activity change, negative = inhibition, most hits filed as inhibitors. 360,000 compounds, 6.9% hits. AID 588342, 2011;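 note: potency is the fitted concentration of half-maximal effect; plate controls were vehicle for no effect and reference inhibitor for full effect; nearly all actives have a fitted effect of over 55% in size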
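Purified P. pyralis luciferase (10nM final) with 10uM D-luciferin and 10uM ATP (Km levels) in 50mM Tris acetate pH 7.5, 10mM Mg acetate, 0.01% Tween-20, 0.05% BSA; qHTS 6-point titration, ~60 µM downward; luminescence read.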
Numbers without * were called inactive; ? = inconclusive; · = not tested or not shown; [ ] = another dose, or the depositor's remark. Unless noted, calls come from the whole dose curve; as a rule, active = well fitted curve in the direction sought with a large enough effect; inconclusive = small, poorly fitted or top-dose-only effect, or another doubt; inactive = no such curve, though single readings can be large; an effect the other way counts as inactive or inconclusive. This is a subset (hit frequency here may not be typical).

Every second line gives: NPC1 promoter act, Giardia kill, Rab9 promoter act, p53 reactivation, BRCA1 expr up, Menin MLL FP TR, PKM2 activator, RORgamma inh, VP16 counter, ELG1 genotox, FLuc counter
- COc1ccc(OC)c(CN2CCN(C(=O)c3ccc(NS(=O)(=O)c4cccc([N+](=O)[O-])c4)cc3)CC2)c1
  -1%, 10, 4%, 4%, -1%, ·, ·, ·, ·, -17%, 12%
- CCOc1ccc(S(=O)(=O)N2CCN(C(=S)NCc3ccccc3)CC2)cc1
  -3%, 0, -9%, 6%, -5%, ·, ?, 31%, 5%, -6%, 2%
- O=C(O)CC(NC(=O)c1ccncc1)c1ccccc1 (centres undefined)
  -7%, 1, 0%, 28%, 34%, -1%, 14%, 0%, 2%, 0%, 0%
- CCOC(=O)c1cnc(-c2ccccc2)nc1N
  2.8µM*, -9, 2µM*, ?, 4µM*, -2%, -17%, -34%, ?, 3.3µM*, 9.5µM*
- CN1CCc2c(sc3c2c(NCc2ccco2)nc2nnnn23)C1
  5%, -13, -3%, 5%, 16%, -8%, 20%, 0%, -16%, 3%, 7%
- Nc1nc2c(c(=O)[nH]1)C(c1ccccc1)C1=C(N2)c2ccccc2C1=O (centres undefined)
  4%, 21, 1%, -3%, -5%, ·, 7%, 2%, 1%, 3%, -3%
- CCOC(=O)CC1=C(C(=O)OCC)C(c2ccncc2)C(C#N)=C(N)O1 (centres undefined)
  -3%, 1, 4%, 0%, -5%, -2%, 4%, 1%, 9%, 2%, -1%
- COc1cccc(NC(=O)NC2CCCCC2C)c1 (centres undefined)
  1%, -6, 10%, 16%, 14%, 13%, -3%, 1%, 11%, -1%, -17%
- Cc1cc(C)nc(NS(=O)(=O)c2ccc(N3C(=O)C4CC=C(Cl)CC4C3=O)cc2)n1 (centres undefined)
  1%, -12, 0%, 18%, 3%, -12%, 5%, 14%, 2%, 1%, 5%
- Cc1ccc(-c2nsc3c(N4CCN(C(=O)c5ccco5)CC4)ncnc23)cc1
  6%, ·, 14%, 6%, ·, -4%, -8%, 21%, -3%, 17%, ?
- CC(C)[C@H](NS(=O)(=O)c1ccccc1)C(=O)OCC(=O)Nc1ccccc1Sc1ccccc1
  -2%, 8, 0%, 5%, -20%, -5%, -1%, 22%, -7%, -2%, 2%
- Cc1nc(N)c(Cc2ccccc2F)c(N)n1
  10%, -10, -9%, 7%, 7%, 8%, -4%, 6%, -20%, 1%, -1%
- CC1C(=O)N2CCCc3cc(NC(=O)COc4ccc(Cl)cc4)cc1c32 (centres undefined)
  -4%, 5, -1%, -8%, -15%, ·, ·, ·, ·, ?, 2%
- O=C(CCC1CCCN(C(=O)c2ccncc2)C1)NCc1ccc(F)c(F)c1 (centres undefined)
  -3%, 0, 3%, 2%, -5%, -1%, 1%, 9%, 3%, 1%, -4%
- Cc1c(C)c2ccc(OCC(=O)N(C)C3CCS(=O)(=O)C3)c(C)c2oc1=O (centres undefined)
  -13%, 26, 0%, 1%, -23%, ·, ·, -1%, -2%, 6%, 6%
- Cc1ccsc1C1C(C#N)=C(N)OC2=C1C(=O)CC(C)C2 (centres undefined)
  -6%, -7, 2%, 1%, -12%, -8%, 4%, -27%, -16%, 19%, -3%
- CN(C)S(=O)(=O)c1cccc(COc2cccnc2[N+](=O)[O-])c1
  -30%[inhibitor], -13, -1%, -1%, -20%, -8%, -5%, 16%, 10%, -3%, -1%
- CCOc1ccc(OCCC(=O)OCC(=O)Nc2ccc(Cl)cn2)cc1
  -3%, 3, -8%, 5%, -14%, ·, ·, ·, ·, 2%, 1%
- O=C(O)c1ccc(-c2ccc(OS(=O)(=O)c3ccccc3F)cc2)cc1
  ?, 0, ?, 10%, 13µM*, ?, -1%, ?, ?, ?, 12µM*
- N[C@@H](Cc1ccccc1)c1nnc2sc(SCc3ccccc3)nn12
  2%, -6, -3%, -6%, -6%, -16%, 13%, -38%, -1%, 1%, 4%
- CCc1ccc(C2CC(c3ccc(Cl)cc3)n3nc(N)nc3N2)cc1 (centres undefined)
  4%, -4, 15%, -2%, -1%, 3%, 2%, 0%, -9%, 1%, 3%
- CC(=O)N/C(=C\c1ccccc1)C(=O)OCc1cccc(S(=O)(=O)N(C)C)c1
  -10%, -6, 0%, -2%, 1%, -14%, ·, 11%, -3%, 2%, -2%
- COc1cc(C=O)cc(Br)c1OCC(N)=O
  -3%, -10, -4%, -5%, 12%, -13%, 4%, 5%, -8%, -6%, 5%
- COCc1[nH]nc2c1C(c1ccccc1F)C(C#N)=C(N)O2 (centres undefined)
  0%, 5, -1%, 6%, 1%, 14%, 1%, -18%, -2%, -4%, 1%
- O=C(NN=C1CCCCCCCCCCC1)c1ccccc1F
  0%, -5, 1%, 32%, -3%, 0%, 1%, -1%, 1%, -1%, -1%
- COc1ccc(/C=N/NC(=O)c2cnccn2)c(OC)c1OC
  1%, -3, -1%, 0%, 0%, ·, 0%, 3%, -1%, 3%, 6%
- O=C(CN(Cc1cccs1)S(=O)(=O)c1ccc(S(=O)(=O)N2CCCCC2)cc1)Nc1ccccc1
  -6%, 3, -1%, -7%, -22%, 14%, -4%, 2%, -1%, 6%, 1%
- Cc1ncc(CO)c(/C=N/NC(=O)c2cc3c(s2)CCCC3)c1O
  -33%[inhibitor], ?, -42%[inhibitor], 13%, -69%, 13%, -9%, 10µM*, 4%, 16%, ?
- COc1ccccc1C(=O)NC(CCSC)C(=O)OCC(=O)NC(=O)NCc1ccco1 (centres undefined)
  1%, 0, -7%, 4%, 1%, -13%, -12%, 3%, -3%, -7%, -18%
- Cc1sc2c(c1C)CN(C(C)(C)C)CN2C(=O)c1ccccc1
  ?, 14, ?, ?, -14%, 2%, -15%, 3%, 10%, ?, ?

Four records drawn at random from the list so far, as already listed:
Every second line gives: NPC1 promoter act, Giardia kill, Rab9 promoter act, p53 reactivation, BRCA1 expr up, Menin MLL FP TR, PKM2 activator, RORgamma inh, VP16 counter, ELG1 genotox, FLuc counter
- O=C(NN=C1CCCCCCCCCCC1)c1ccccc1F
  0%, -5, 1%, 32%, -3%, 0%, 1%, -1%, 1%, -1%, -1%
- COc1ccc(OC)c(CN2CCN(C(=O)c3ccc(NS(=O)(=O)c4cccc([N+](=O)[O-])c4)cc3)CC2)c1
  -1%, 10, 4%, 4%, -1%, ·, ·, ·, ·, -17%, 12%
- CN1CCc2c(sc3c2c(NCc2ccco2)nc2nnnn23)C1
  5%, -13, -3%, 5%, 16%, -8%, 20%, 0%, -16%, 3%, 7%
- Cc1ccsc1C1C(C#N)=C(N)OC2=C1C(=O)CC(C)C2 (centres undefined)
  -6%, -7, 2%, 1%, -12%, -8%, 4%, -27%, -16%, 19%, -3%

New compounds follow.
Every second line gives: NPC1 promoter act, Giardia kill, Rab9 promoter act, p53 reactivation, BRCA1 expr up, Menin MLL FP TR, PKM2 activator, RORgamma inh, VP16 counter, ELG1 genotox, FLuc counter
- O=C(COC(=O)CC1CC2CCC1C2)Nc1cccc(S(=O)(=O)NC2=NCCCCC2)c1 (centres undefined)
  0%, -20, -4%, -4%, -10%, 15%, -5%, 3%, -26%, 0%, ?
- CC(C)CNc1ncnc2c1cnn2Cc1ccccc1Cl
  -2%, -14, 0%, -5%, -32%, -9%, ·, 25%, -5%, -2%, -1%
- COc1ccc(-c2cc(C(=O)OCC(=O)Nc3cc(C)on3)c3ccccc3n2)cc1OC
  3%, 6, -1%, -9%, 8%, ?, -2%, -4%, -7%, 6%, ?
- Cc1nc(/C=C/c2ccccc2)cc(/C=C/c2ccccc2)n1
  1%, -13, 2%, 13%, 23%, ·, 0%, 23%, ?, ?, 19µM*
- O=S(=O)(NCc1cn2ccsc2n1)c1cccs1
  11%, -7, 26%, 12%, 7%, -4%, -3%, 1%, -10%, 1%, -10%

Bioassay records (PubChem)
